Bioassay records deposited in PubChem BioAssay by Broad Institute.
esBAF inh: blocks esBAF chromatin remodeling in mouse ES cells; Bmi1-luciferase knock-in reporter, 24 h; 100% = twice the neutral-well signal; reporter increase, % at 12.5 µM; hit rate 2% among 350,000; AID 602393; in the data active = activation above about 40%;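 also: 0% = median of the plate's neutral control wells and 100% = double that signal; a rise in the Bmi1 reporter signal indicates esBAF inhibition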
ARNT-TACC3 inh: ARNT/TACC3 interaction disruption; Q9Y6A5; AlphaScreen His-ARNT PAS-B/GST-TACC3 binding, luminescence; TACC3 fragment carries E629A point mutation; inhibition, % at 9.99 µM; hit rate 0.66% among 390,000;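 active = mean inhibition of replicates at least 50% and at least half of replicates each reaching 50%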;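 also: 0% = complete ARNT plus TACC3 wells and 100% = ARNT alone without TACC3; many hits fall short of the cut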
ERp5 block: blocks human ERp5 reductase activity on insulin. Q15084. ERp5 insulin aggregation, absorbance 650 nm, 90 min. inhibition, % at 9.99 µM. hit rate 0.05% among 350,000. AID 651711;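 active = mean replicate inhibition above about 25%, with every replicate also reaching it, limit read from the data, passing the limit was not always enough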
Target sequence (Q15084 whole entry, looked up): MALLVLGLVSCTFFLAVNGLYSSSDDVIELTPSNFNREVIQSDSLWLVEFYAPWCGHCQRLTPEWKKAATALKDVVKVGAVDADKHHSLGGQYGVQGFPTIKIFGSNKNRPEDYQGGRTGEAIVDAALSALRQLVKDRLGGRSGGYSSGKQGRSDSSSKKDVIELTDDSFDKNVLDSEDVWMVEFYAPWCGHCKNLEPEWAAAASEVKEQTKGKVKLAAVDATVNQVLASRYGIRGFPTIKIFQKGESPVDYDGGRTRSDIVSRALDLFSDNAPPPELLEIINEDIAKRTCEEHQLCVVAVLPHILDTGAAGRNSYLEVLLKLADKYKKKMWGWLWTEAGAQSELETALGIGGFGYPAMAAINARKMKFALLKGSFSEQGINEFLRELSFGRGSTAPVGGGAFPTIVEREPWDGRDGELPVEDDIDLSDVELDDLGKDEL
miR122 inh: blocks miR-122 activity in Huh7 sensor cells; Huh7 miR-122 Renilla luciferase sensor, 48 h; neutral wells = 0, positive control = 100; activation (reporter increase), % at 12.5 µM; hit rate 0.3% among 340,000; AID 602342;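 active = mean replicate activation score at least 90 and every replicate individually at or above 90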;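 also: higher luciferase means less miR-122 activity so hits act as miR-122 inhibitors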
Statin myotox sup: suppression of simvastatin myotoxicity. hit rate 0.78% among 330,000. C2C12 myotubes + simvastatin, ATP luminescence, 48 h; scaled: DMSO 0, geranylgeraniol control 100. rescue of ATP level, % at 7.49 µM;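 active = mean ATP rescue above about 67%, or every replicate alone reaching that limit, limit read from the data, passing the limit was not always enough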;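 also: myotubes were challenged with 10 µM simvastatin during compound exposure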
SIRT5 block: blocks human SIRT5 desuccinylation of peptide. Q9NXA8. inhibition, % at 15 µM. hit rate 1.1% among 330,000. Purified SirT5, succinyl-peptide AMC, trypsin-coupled fluorescence; in the data active = inhibition above about 15%
Target sequence (Q9NXA8 whole entry, looked up): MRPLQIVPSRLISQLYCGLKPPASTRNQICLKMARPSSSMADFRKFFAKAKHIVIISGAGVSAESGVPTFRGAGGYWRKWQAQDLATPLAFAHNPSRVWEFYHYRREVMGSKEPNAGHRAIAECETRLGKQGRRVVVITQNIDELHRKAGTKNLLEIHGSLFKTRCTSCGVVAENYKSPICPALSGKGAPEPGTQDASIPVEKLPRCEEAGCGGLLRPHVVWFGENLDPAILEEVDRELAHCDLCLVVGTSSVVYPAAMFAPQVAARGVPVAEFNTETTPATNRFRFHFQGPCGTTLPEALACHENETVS
Cneo AK release: Cryptococcus neoformans lysis via adenylate kinase release; lysis activity, % at 15 µM; hit rate 0.2% among 360,000; AID 651654; C. neoformans lysis, adenylate kinase release luminescence, 4 h; normalised: neutral wells 0, clomiphene wells 100;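 active = mean lysis activity across replicates of at least 80%, whatever share of replicates individually reach that level; inactive = mean lysis activity below 80%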
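Material – Cryptococcus neoformans yeast cells · Quantity – 5 × 10^6 yeast cells/mL · Buffer or medium – YPD medium · Compound – single dose · Timing – 4 h static compound exposure, 37 °C, read 1 h post-reagent · Signal – adenylate kinase release luminescence · Read-out basis – lysis from increased AK signal · Benchmarks – Clomiphene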
Starred values were filed as active, the others as inactive; x = no result given; [ ] = dose if it differs, or a comment.

molecule	esBAF inh	ARNT-TACC3 inh	ERp5 block	miR122 inh	Statin myotox sup	SIRT5 block	Cneo AK release
Cc1cc(NC(=O)c2ccccc2)no1	19	9	3	4	1	-4	-3
CC(/C=C1\SC(=S)N(NC(=O)c2ccncc2)C1=O)=C\c1ccccc1	-2	6	-9	0	-8	x	0
COc1ccc(S(=O)(=O)N2CCCCN3[C@H](C2)[C@H](c2ccc(-c4cccnc4)cc2)[C@@H]3CO)cc1	x	-5	5	-10[16.7 µM]	x	-6	0
O=C(NCCCN1CCOCC1)c1ccc(Cl)c([N+](=O)[O-])c1	0	x	0	-4	-4	-2	3
COc1ccccc1C(=O)OCC(=O)NC(=O)NC1CCCC1	-7	-6	-4	-1	18	0	-1
CCC(C)N(NC(C)=O)c1nc(Cl)nc(NC(C)(C)C)n1 (stereo not drawn)	-1	-7	x	-3	5	x	2
C=CCOc1cccc(C2/C(=C(/O)c3ccc(Cl)cc3)C(=O)C(=O)N2CCN2CCOCC2)c1 (stereo not drawn)	-3	-4	x	18	2	x	-2
Cc1ccc(S(=O)(=O)Nc2ccc3c(c2)C(=O)N([C@@H](C)CO)C[C@@H](C)[C@H](CN(C)C(=O)Nc2ccc(C(F)(F)F)cc2)OCCCC[C@@H](C)O3)cc1	-3	11	-4	0[16.7 µM]	x	1	2
CCn1c(CNC(=O)c2ccccc2)nnc1SCC(=O)N1CCN(c2ccccc2)CC1	3	4	x	-17	5	x	-11
Cc1cnc(C(=O)N2CCCC(C(=O)c3ccc(C(C)(C)C)cc3)C2)cn1 (stereo not drawn)	x	-3	-4	-2	x	-4	x
Cc1ccc(CN2CC(N3CCC(Cc4ccccc4)CC3)CS2(=O)=O)cc1 (stereo not drawn)	-3	x	1	-3	13	0	2
O=CN1CCN(C2CC(=O)N(c3ccc4c(c3)OCO4)C2=O)CC1 (stereo not drawn)	-7	-5	x	-19	x	x	x
Cc1c(C(=O)NCc2ccco2)oc2ccccc12	7	x	2	2	8	0	-18
CCCN1C(=O)/C(=C/c2ccc(C)s2)SC1=Nc1ccc(OC)cc1	-5	-2	x	3	2	x	0
O=C(NCCc1ccccc1)c1ccc(NC2=NC3CS(=O)(=O)CC3S2)cc1 (stereo not drawn)	5	2	0	x	1	0	8
O=C(O)c1ccc(-n2nncc2-c2ccccc2)cc1	3	-13	-5	-2	1	-2	-2
COc1ccc(COCC23N=C4SCc5ccccc5C(=O)N4[C@H](c4ccccc4O2)[C@H]3COC(=O)c2ccccc2)cc1	x	-10	9	x	x	3	2
Cc1ccc2c(nc3s/c(=C/c4cccs4)c(=O)n32)c1C	23	-5	x	-1	x	x	-12
Cc1ccc(C(C[N+](=O)[O-])c2c(C)cc3ccccn23)cc1 (stereo not drawn)	x	0	4	x	x	-2	x
O=C(Cc1ncc(C(F)(F)F)cc1Cl)N1CCN(c2ccc(F)cc2)CC1	-7	-1	x	4	-5	x	-6
O=C(C[C@@H]1C[C@H]2c3cc(NC(=O)NC4CCCCC4)ccc3O[C@H]2[C@@H](CO)O1)NCc1ccncc1	-1	x	0	0[16.7 µM]	8	4	-1
COc1ccc(S(=O)(=O)Nc2ccc3c(c2)C(=O)N([C@H](C)CO)C[C@@H](C)[C@H](CN(C)Cc2ccc(C(=O)O)cc2)OCCCC[C@@H](C)O3)cc1	4	-3	2	9[16.7 µM]	x	1	0
C[C@H](NC(=O)C[C@@H]1CC[C@@H]2[C@@H](COc3ccc(NS(=O)(=O)c4ccc(Cl)cc4)cc3C(=O)N2C)O1)c1ccccc1	-1	19	-2	0[16.7 µM]	-56	x	2
Nc1cc(-c2ccccc2)nn1Cc1ccccc1	x	-32	-8	x	x	3	x
C[C@@H]1CN([C@H](C)CO)S(=O)(=O)c2ccc(C#CC3(O)CCCC3)cc2O[C@H]1CN(C)C(=O)c1cccnc1	0	13	2	4[16.7 µM]	-12	27*	2
CC(C)NC(=O)Nc1ccc2c(c1)C(=O)N([C@H](C)CO)C[C@@H](C)[C@H](CN(C)CC1CC1)OCCCC[C@@H](C)O2	1	x	x	2[16.7 µM]	14	x	x
CO[C@H](CN(C)S(=O)(=O)c1ccc(Cl)cc1)[C@@H](C)CN(C(=O)Nc1ccccc1F)[C@H](C)CO	10	5	0	x	5	2	-1
C=CCN(CC=C)Cc1c(C)[nH]c2c(C)c(C)ccc2c1=O	x	3	-7	x	x	3	x
CCS(=O)(=O)Nc1ccc2c(c1)C(=O)N(C)C[C@@H](OC)[C@@H](C)CN(Cc1nccs1)[C@@H](C)CO2	1	-10	0	1[16.7 µM]	1	-3	-3
COc1cc(C)ccc1OCC(=O)NC1CCCCCC1	69*	0	-2	-4	-15	1	0

By substructure, the compounds so far containing four or more nitrogen atoms (six)
molecule	esBAF inh	ARNT-TACC3 inh	ERp5 block	miR122 inh	Statin myotox sup	SIRT5 block	Cneo AK release
CCC(C)N(NC(C)=O)c1nc(Cl)nc(NC(C)(C)C)n1 (stereo not drawn)	-1	-7	x	-3	5	x	2
Cc1ccc(S(=O)(=O)Nc2ccc3c(c2)C(=O)N([C@@H](C)CO)C[C@@H](C)[C@H](CN(C)C(=O)Nc2ccc(C(F)(F)F)cc2)OCCCC[C@@H](C)O3)cc1	-3	11	-4	0[16.7 µM]	x	1	2
CCn1c(CNC(=O)c2ccccc2)nnc1SCC(=O)N1CCN(c2ccccc2)CC1	3	4	x	-17	5	x	-11
O=C(C[C@@H]1C[C@H]2c3cc(NC(=O)NC4CCCCC4)ccc3O[C@H]2[C@@H](CO)O1)NCc1ccncc1	-1	x	0	0[16.7 µM]	8	4	-1
CC(C)NC(=O)Nc1ccc2c(c1)C(=O)N([C@H](C)CO)C[C@@H](C)[C@H](CN(C)CC1CC1)OCCCC[C@@H](C)O2	1	x	x	2[16.7 µM]	14	x	x
CCS(=O)(=O)Nc1ccc2c(c1)C(=O)N(C)C[C@@H](OC)[C@@H](C)CN(Cc1nccs1)[C@@H](C)CO2	1	-10	0	1[16.7 µM]	1	-3	-3

(further entries)
Abbreviations – A = esBAF inh; B = ARNT-TACC3 inh; C = ERp5 block; D = miR122 inh; E = Statin myotox sup; F = SIRT5 block; G = Cneo AK release
CCn1c(=O)c(C(=O)NCCN2CCCCC2)c(O)c2ccccc21
  A = 5	B = 20	C = x	D = -3	E = -5	F = x	G = -1
COc1ccc(-c2nc3ccc(Cl)cn3c2Cc2ccc(C)cc2)cc1OC
  A = 26	B = x	C = 1	D = 2	E = -2	F = 7	G = 1
COc1ccc(NC(=O)N(C)C[C@@H]2Oc3ccc(NS(=O)(=O)c4ccc(OC)cc4)cc3C(=O)N([C@@H](C)CO)C[C@H]2C)cc1
  A = 2	B = 0	C = -6	D = 2[16.7 µM]	E = 41	F = -1	G = -2
CC(C)NCCCOc1ccc(C(C)(C)c2ccccc2)cc1
  A = -12	B = -4	C = x	D = 4	E = -10	F = x	G = 0
COc1cc(C(=O)NCc2ccncc2)cc(Br)c1OCc1ccccc1
  A = 4	B = 4	C = 4	D = x	E = -1	F = -1	G = 3
C[C@H](CO)N1C[C@H](C)[C@H](CN(C)CC2CC2)Oc2ccc(NC(=O)CCCCCC(=O)Nc3ccccc3N)cc2C1=O
  A = -7	B = -2	C = -3	D = -7[16.7 µM]	E = -3	F = 0	G = 53
CC1CCN(c2nc(Cl)nc(Nc3ccc([N+](=O)[O-])cc3)n2)CC1
  A = 4	B = 16	C = 0	D = 0	E = -6	F = 4	G = x
C[C@@H]1CN([C@@H](C)CO)C(=O)c2cccc(NC(=O)Nc3ccccc3)c2O[C@@H]1CN(C)S(=O)(=O)c1cn(C)cn1
  A = -1	B = -3	C = 8	D = -5[16.7 µM]	E = x	F = 6	G = 0
CC(NC(=O)c1ccc(Br)s1)c1ccncc1 (stereo not drawn)
  A = x	B = 3	C = -3	D = x	E = x	F = 1	G = x
COc1ccc(C(=O)Nc2nnc(S(=O)(=O)Cc3ccccc3)s2)cc1
  A = x	B = -7	C = 2	D = x	E = x	F = -3	G = x
C[C@@H]1CN([C@H](C)CO)C(=O)c2cc(-c3ccccc3F)cnc2O[C@H]1CN(C)Cc1cccc(C(=O)O)c1
  A = -5	B = x	C = -2	D = 7[16.7 µM]	E = 5	F = 0	G = 5
CCc1ccc(OCC(=O)Nc2cccc3c2CCCC3)cc1
  A = -6	B = x	C = 0	D = 12	E = -4	F = 1	G = 1
COc1ccccc1NC(=O)c1ccccc1C(=O)O
  A = x	B = -7	C = 4	D = x	E = x	F = -8	G = x
C[C@@H]1CCCCO[C@@H](CN(C)Cc2ccc(C(=O)O)cc2)[C@H](C)CN([C@@H](C)CO)C(=O)c2cc(NC(=O)c3ccncc3)ccc2O1
  A = 0	B = 2	C = 1	D = 14[16.7 µM]	E = x	F = -1	G = 1
CCN(CC(=O)NCc1ccc(Cl)cc1)C(=O)CSc1ccc(Br)cc1
  A = x	B = -3	C = 10	D = -5	E = x	F = 2	G = 2

Compound profiles, as listed above. Order of screens: esBAF inh | ARNT-TACC3 inh | ERp5 block | miR122 inh | Statin myotox sup | SIRT5 block | Cneo AK release
Cc1ccc2c(nc3s/c(=C/c4cccs4)c(=O)n32)c1C is listed with 23 | -5 | x | -1 | x | x | -12
CCc1ccc(OCC(=O)Nc2cccc3c2CCCC3)cc1 is listed with -6 | x | 0 | 12 | -4 | 1 | 1
CCn1c(=O)c(C(=O)NCCN2CCCCC2)c(O)c2ccccc21 is listed with 5 | 20 | x | -3 | -5 | x | -1
COc1ccc(COCC23N=C4SCc5ccccc5C(=O)N4[C@H](c4ccccc4O2)[C@H]3COC(=O)c2ccccc2)cc1 is listed with x | -10 | 9 | x | x | 3 | 2

New compounds follow
Abbreviations – A = esBAF inh; B = ARNT-TACC3 inh; C = ERp5 block; D = miR122 inh; E = Statin myotox sup; F = SIRT5 block; G = Cneo AK release
CCN(CC)CCC(=O)N1c2ccccc2CCc2ccc(NC(=O)OC(C)C)cc21
  A = 3	B = 1	C = 4	D = 4	E = 10	F = -4	G = -2
CC1CCN(C(=O)CSc2nc3c(c(=O)n(C)c(=O)n3C)n2C)CC1
  A = -4	B = -3	C = 1	D = -3	E = -2	F = -2	G = -2
CCOC(=O)N1CCN(C(=O)CCNS(=O)(=O)c2cc(Br)cnc2N)CC1
  A = 7	B = -5	C = x	D = -13	E = x	F = x	G = x
COc1ccc(CCNC(=S)Nc2cc(C)ccc2C)cc1
  A = 4	B = 4	C = x	D = 4	E = -5	F = x	G = 26
Cn1c(SCC(=O)NC2CCCCC2)nnc1-c1cccnc1
  A = -1	B = 3	C = 7	D = -24	E = -4	F = -6	G = -1
CCOc1ccc(NC(=O)c2cn(CC(C)C)c(=O)c3c2c2ccccc2n3C)cc1
  A = -5	B = x	C = x	D = -6	E = -11	F = x	G = -2
COc1ccccc1NC(=O)CN1CCN(CC(=O)Nc2ccc3c(c2)OCO3)CC1
  A = 7	B = -2	C = x	D = -1	E = 5	F = x	G = 6
CCC(=O)Nc1ccccc1C(=O)N1CCN(Cc2ccccc2)CC1
  A = -6	B = 24	C = x	D = -1	E = x	F = x	G = 0
CC(=O)N1CCN(C(=O)C2(NC(=O)Nc3cccc(F)c3)CCCCC2)CC1
  A = 0	B = -3	C = 7	D = -3	E = 4	F = -3	G = x
CC(=O)c1ccc2c(c1)CCN2
  A = x	B = 24	C = -1	D = -3	E = -5	F = -1	G = -4
O=C(Nc1ccc(Cl)cc1)C1CCCN(c2cnccn2)C1 (stereo not drawn)
  A = 2	B = -2	C = -1	D = 6	E = -24	F = 2	G = -2
Cc1noc(C)c1NC(=O)N(C)C[C@@H]1OCCCC[C@@H](C)Oc2ccc(NC(=O)Cc3ccccc3)cc2C(=O)N([C@H](C)CO)C[C@@H]1C
  A = -1	B = -8	C = 13	D = 1[16.7 µM]	E = x	F = 1	G = -2
Cc1ccc(Cn2ncc3c(N4CCCC4)ncnc32)cc1
  A = -1	B = 0	C = x	D = 4	E = x	F = x	G = -1
Nc1nc(NCc2ccco2)nc(N2CCOCC2)c1[N+](=O)[O-]
  A = 4	B = -2	C = -2	D = -5	E = 19	F = 3	G = x
Cc1ccccc1Nc1nc2ccccc2s1
  A = x	B = -17	C = x	D = -1	E = x	F = x	G = -5
